# SR-BI uptake up: enhances SR-BI lipid uptake from DiI-HDL; CHO ldlA[mSR-BI] cells, DiI-HDL uptake fluorescence, 3 h; 100 = double the neutral-control signal; activation, % at 12.5 µM; hit rate 0.096% among 320,000; AID 504775;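 active = mean replicate activation of at least 60% and every replicate at or above 60%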;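 note: 0% = median plate neutral-control signal and 100% = twice that signal; values of inactives mirror those of a sister screen read the other way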
#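 System: CHO ldlA[mSR-BI] cells / Medium: HEPES-buffered (25 mM, pH 7.4) F12 plus 0.5% BSA / Probe or stimulus: labelled HDL, 10 µg/mL / Doses: single compound concentration, delivered by pin transfer / Schedule: 3 h, 37 °C / Measured by: DiI fluorescence, bottom read / Measure: cell-associated DiI fluorescence as measure of HDL uptake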
# SR-BI HDL uptake: mouse SR-BI HDL lipid transfer inhibition; Q61009; ldlA[mSR-BI] CHO cells, DiI-HDL uptake fluorescence, 3 h; inhibition, % at 12.5 µM; hit rate 0.96% among 320,000; AID 488896;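 active = mean replicate inhibition of at least 70% and a set share of replicates each scoring 70 or more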;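 note: 0% = median of neutral control wells and 100% = median of positive control wells; values of inactives mirror those of a sister screen read the other way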
# Arr AP2 block: inhibitors of human beta-arrestin and AP2 interaction | FITC-arrestin peptide / GST-AP2 beads, flow cytometry; AP2 beta2 appendage carries R879A mutation | inhibition, % at 10 µM | hit rate 0.31% among 340,000 | AID 504490;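 active = inhibition above a set limit, near 3 SD of compounds lacking own fluorescence, cut at about 54% in these data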;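 note: plate controls were DMSO wells for no effect and 5 µM unlabelled arrestin peptide for full effect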
#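 System: GST-AP2 R879A bound to glutathione beads, E. coli-expressed. Also added: 50 nM FITC-arrestin peptide. Schedule: compound with beads 12 min RT, then probe 1 h RT. Signal: bead flow cytometry, FITC channel. Read-out basis: percent response.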
# NSD2 HMT inh: blocks human histone methyltransferase NSD2. O96028. NSD2 peptide methylation, AlphaScreen, 120 min. inhibition, % at 12.5 µM. hit rate 0.54% among 310,000. AID 743445; in the data active = inhibition above about 50%
# PKA-R2B act: activates the human PKA-R2B holoenzyme complex; P22694+P31323; PKA-R2B holoenzyme dissociation, Cy5-IP20 fluorescence polarization; R2B truncated from residue 108, S112A mutant; 0% DMSO only, 100% 113 µM cGMP; activation, % at 11.4 µM; hit rate 0.079% among 340,000;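 active = activation above a cutoff set at the mean over all compounds plus 3 SD, cut at about 18% in these data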;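 note: higher means more holoenzyme dissociation and a rise in polarization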
# DAGLB inhibitor: blocks human DAGLB lipase activity; Q8NCG7; HEK293T DAGLB membrane lysate, EnzChek fluorogenic substrate; inhibition, % at 5.17 µM; hit rate 0.059% among 340,000; AID 504411; in the data active = inhibition above about 34%;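 note: 0% = enzyme with vehicle and 100% = wells lacking enzyme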
# PvdQ acylase: blocks Pseudomonas aeruginosa PvdQ acylase activity; inhibition, % at 10 µM; hit rate 0.063% among 340,000; AID 488965; purified PvdQ acylase, fluorescence plate reader; in the data active = inhibition above about 30%, passing the limit was not always enough;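 note: 0% = vehicle neutral wells and 100% = reference inhibitor wells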
# Starred values were filed as active, the others as inactive; x = no result given. A portion of the library; the hit share may differ from the screen's.
SMILES,SR-BI uptake up,SR-BI HDL uptake,Arr AP2 block,NSD2 HMT inh,PKA-R2B act,DAGLB inhibitor,PvdQ acylase
ClCCN(CCCl)c1ccc(C=Cc2ccncn2)cc1,x,x,x,-18,x,x,x
CN1C(=O)C(=Cc2ccc(N(C)C)c([N+](=O)[O-])c2)C(=O)N(C)C1=O,x,x,x,2,x,x,x
CC(C)C1CN1CC(O)Cn1ccnc1[N+](=O)[O-] (stereo unspecified),x,x,x,6,x,x,x
Oc1cc(Cl)c(Cl)cc1Cl,x,x,x,2,x,x,x
COc1nc2ccccc2nc1N1CC1,x,x,x,-1,x,x,x
O=C1C2CCN(CC2)C1Cc1ccccc1O (stereo unspecified),x,x,x,1,x,x,x
O=NN(CCF)C(=O)NC1CCC(=O)NC1=O (stereo unspecified),x,x,x,1,x,x,x
NC(=O)c1ccc(C(=O)Nc2ccc([As](=O)(O)O)cc2)cc1,x,x,x,-6,x,x,x
COc1ccc(CCNCc2ccc(SC)cc2)cc1,x,x,x,16,x,x,x
CCOc1ccc(N2C(=O)/C(=C\c3cccs3)C(=O)NC2=S)cc1,x,x,x,5,x,x,x
Cc1ccc(/C=C2/C(=O)NC(=O)N(Cc3ccc(F)cc3)C2=O)o1,x,x,x,5,x,x,x
C[C@]12CCC3C(CC[C@H]4C[C@@H](O)CC[C@]34C)C1C[C@H](Br)[C@@H]2O (stereo partly specified),x,x,x,1,x,x,x
Cc1ccc2nc(-c3ccc(CN4CCC(n5c(=O)[nH]c6cc(Cl)ccc65)CC4)cc3)c(-c3ccccc3)nc2c1,x,x,x,-3,x,x,x
O=C(Nc1ccc(C(=O)O)cc1)Oc1ccc(N(CCCl)CCCl)cc1,x,x,x,5,x,x,x
COc1c(OP2(=S)OCC(C)(C)CO2)cnn(C2CCCCC2)c1=O,x,x,x,-2,x,x,x
OCC1OC(n2cnc3cc(Cl)c(Cl)cc32)C(O)C1O (stereo unspecified),x,x,x,-5,x,x,x
NC(Cc1ccc(F)cc1)c1csc(Nc2ncccn2)n1 (stereo unspecified),x,x,x,-3,x,x,x
C[C@]12CCC3C(CC[C@H]4C[C@H](O)CC[C@]34C)C1C[C@@H](CCCCl)[C@@H]2O (stereo partly specified),x,x,x,0,x,x,x
C#C[C@]1(O)[C@H](O)CC2C3CC[C@H]4C[C@@H](O)CC[C@]4(C)C3CC[C@@]21C (stereo partly specified),x,x,x,2,x,x,x
CN=C1CN=C(c2ccc[nH]2)c2cc(Cl)ccc2N1,x,x,x,2,x,x,x
CCCC1(CCC)C(=O)NC(=Nc2ccc(C)cc2)NC1=O,x,x,x,-1,x,x,x
CC(C)(C)c1cc([N+](=O)[O-])cc(C(C)(C)C)c1O,x,x,x,-1,x,x,x
Cc1cc(N2CCNC[C@@H]2C)ccc1N1CCN[C@H](C)C1,x,x,x,14,x,x,x
COP(=O)(OC)OC=C(Cl)Cl,x,x,x,-3,x,x,x
COc1ccc(N2C(=O)NC(=O)/C(=C/c3cccc(OC(=O)c4cccs4)c3)C2=O)cc1Cl,x,x,x,40,x,x,x

# The closing three entries of the section above lead into the next:
SMILES,SR-BI uptake up,SR-BI HDL uptake,Arr AP2 block,NSD2 HMT inh,PKA-R2B act,DAGLB inhibitor,PvdQ acylase
Cc1cc(N2CCNC[C@@H]2C)ccc1N1CCN[C@H](C)C1,x,x,x,14,x,x,x
COP(=O)(OC)OC=C(Cl)Cl,x,x,x,-3,x,x,x
COc1ccc(N2C(=O)NC(=O)/C(=C/c3cccc(OC(=O)c4cccs4)c3)C2=O)cc1Cl,x,x,x,40,x,x,x
CCN1C(=O)NC(=O)/C(=C\c2ccc(N3CCOCC3)cc2OC)C1=O,x,x,x,3,x,x,x
COc1ccc(N2C(=O)NC(=O)/C(=C/c3ccc(N4CCOCC4)cc3)C2=O)cc1,x,x,x,30,x,x,x
C=CCCC(NC(=O)OCc1ccccc1)P(=O)(Oc1ccccc1)Oc1ccccc1 (stereo unspecified),x,x,x,-3,x,x,x
S=C(NCCc1ccccc1)N1Cc2ccccc2-n2nncc2C1,x,x,x,x,-6,1,x
COC(=O)C1=C(c2cccc(OCc3ccccc3)c2)C[C@@H]2CC[C@H]1N2C,x,x,x,x,2,1,x
c1ccc2c(c1)CN(Cc1ccc3c(c1)OCO3)Cc1cnnn1-2,x,x,x,x,-13,2,x
c1ccc(N2[C@@H]3CC[C@H]2c2ccccc2C3)cc1,x,x,x,x,-7,-6,x
COc1ccc(OC(=O)N(C)C[C@H]2OCc3cnnn3CCCC(=O)N([C@H](C)CO)C[C@@H]2C)cc1,x,x,x,x,-5,-2,x
C[C@@H]1CN([C@H](C)CO)C(=O)CCCn2nncc2CO[C@H]1CN(C)C(=O)Oc1cccc2ccccc12,x,x,x,x,1,4,x
Cc1ccc(OC(=O)N(C)C[C@@H]2OCc3cnnn3CCCC(=O)N([C@@H](C)CO)C[C@H]2C)cc1,x,x,x,x,-1,-2,x
c1ccc(CN2Cc3ccccc3-n3nncc3C2)nc1,x,x,x,x,-10,-1,x
CC(=O)NCC1=C(c2ccc3ccccc3c2)C[C@@H]2CC[C@H]1N2Cc1ccco1,x,x,x,x,-7,3,x
COC(=O)N1Cc2ccccc2-n2nncc2C1,x,x,x,x,-3,1,x
CC(C)COC(=O)N1Cc2ccccc2-n2nncc2C1,x,x,x,x,9,-1,x
O=C1C=C(N2CC2)c2ccccc2C1=O,x,x,x,x,1,1,x
C[C@@H]1CN([C@@H](C)CO)C(=O)CCCn2cc(nn2)CO[C@H]1CN(C)C(=O)Oc1cccc2ccccc12,x,x,x,x,-1,2,x
C[C@H](CO)N1C[C@H](C)[C@@H](CN(C)C(=O)Oc2ccccc2)OCc2cnnn2CCCC1=O,x,x,x,x,2,-1,x
Cc1ccc(OC(=O)N(C)C[C@H]2OCc3cnnn3CCCC(=O)N([C@@H](C)CO)C[C@H]2C)cc1,x,x,x,x,-5,6,x
O=C(C1CCCCC1)N1Cc2ccccc2-n2nncc2C1,x,x,x,x,-1,0,x
O=C(NCC1=C(c2ccc3ccccc3c2)C[C@@H]2CC[C@H]1N2Cc1ccco1)c1ccc([N+](=O)[O-])cc1,x,x,x,x,2,-5,x
C[C@@H]1CN([C@H](C)CO)C(=O)CCCn2nncc2CO[C@@H]1CN(C)C(=O)Oc1cccc2ccccc12,x,x,x,x,6,0,x
C[C@@H]1CN([C@@H](C)CO)C(=O)CCCn2nncc2CO[C@H]1CN(C)C(=O)Oc1cccc2ccccc12,x,x,x,x,2,0,x
O=C1CN=C(c2ccc(Cl)cc2)c2oc3ccccc3c2N1,x,x,29,0,x,x,x
C=CCn1c(O)c(/C=C2\C=Nc3ccccc32)c(=O)[nH]c1=O,x,x,-9,1,x,x,x
CCCCC(CC)COCCCN=Cc1c(O)[nH]c(=S)[nH]c1=O (stereo unspecified),x,x,-6,13,x,x,x
# New compounds follow.
SMILES,SR-BI uptake up,SR-BI HDL uptake,Arr AP2 block,NSD2 HMT inh,PKA-R2B act,DAGLB inhibitor,PvdQ acylase
Cc1c(N=Cc2c(O)n(C)c(=O)[nH]c2=O)c(=O)n(-c2ccccc2)n1C,x,x,5,8,x,x,x
O=C(N/N=C/c1c(O)n(Cc2ccccc2)c(=O)[nH]c1=O)c1ccncc1,x,x,19,0,x,x,x
O=C1NC(=O)N(c2ccc3c(c2)OCO3)C(=O)/C1=C\c1ccsc1,x,x,37,12,x,x,x
O=C(N/N=C/c1c(O)n(CCc2ccc(F)cc2)c(=O)[nH]c1=O)c1ccccc1,x,x,1,1,x,x,x
CN1C(=O)NC(=O)/C(=C/c2ccc([N+](=O)[O-])o2)C1=O,x,x,39,59*,x,x,x
Cc1cccc(OCCn2cccc2/C=C2/C(=O)NC(=O)N(Cc3ccco3)C2=O)c1,x,x,30,13,x,x,x
CN1CCN2c3ccc(N)cc3CC3(C(=O)NC(=O)NC3=O)C2C1 (stereo unspecified),x,x,47,-5,x,x,x
CCC(=O)N1N=C(c2c(O)n(CCc3ccccc3)c(=O)[nH]c2=O)CC1c1ccc(OC)c(OC)c1 (stereo unspecified),x,x,8,2,x,x,x
CC(=NCCCO)c1c(O)[nH]c(=O)[nH]c1=O,x,x,36,-1,x,x,x
O=c1[nH]c(=S)n(-c2ccccc2)c(O)c1C=NCc1ccccn1,x,x,27,-5,x,x,x
O=C(NC12CC3CC(CC(C3)C1)C2)OC1CN2CCC1CC2 (stereo unspecified),x,x,13,-1,x,x,x
Cc1cccc(-n2c(O)c(/C=N/NC(=O)c3ccncc3)c(=O)[nH]c2=O)c1,x,x,7,-3,x,x,x
Cc1csc(NC(=O)C(Cl)c2ccccc2)n1 (stereo unspecified) (tested in a mixture with another compound),x,x,-13,-1,x,x,x
C/C(=N\NC(=O)c1ccncc1)c1c(O)n(-c2ccccc2)c(=O)[nH]c1=O,x,x,-8,-3,x,x,x
CC(C)Cc1nc(N2CCNCC2)c(C#N)c2c1CCC2,x,x,11,3,x,x,x
O=c1[nH]c(=S)n(CCC2=CCCCC2)c(O)c1/C=N/N1CCOCC1,x,x,31,2,x,x,x
CN1CCN(C(=O)OC2c3nccnc3C(=O)N2c2ccc(Cl)cn2)CC1 (stereo unspecified),30,-30,x,x,x,x,2
Oc1ccc(CCNCc2cc3c(cc2Br)OCO3)cc1,x,x,x,-2,-6,-1,x
c1ccc(C2(NC3=NCCO3)CCCCC2)cc1,x,x,x,-1,-3,-10,x
O=C1C(Br)C2CCC1C2C(=O)O (stereo unspecified),x,x,x,-1,-7,-1,x
O=C1OCCC1C(=O)c1ccccc1 (stereo unspecified),x,x,x,-2,-11,-1,x
Cc1ccc2c(c1)Oc1ccccc1N=C2,x,x,x,-3,0,-4,x
CC(C)C1C(C#N)=C(N)Oc2c1c(=O)oc1ccccc21 (stereo unspecified),x,x,x,0,2,4,x
COc1ccc(C2C3C=CC(C3)C2C(=O)O)cc1 (stereo unspecified),x,x,x,1,-8,-2,x
C[C@]12CC[C@@H](O)CC1=CCC1C2CC[C@@]2(C)C1CC[C@@H]2O (stereo partly specified),x,x,x,-7,-2,-2,x
# New compounds follow.
SMILES,SR-BI uptake up,SR-BI HDL uptake,Arr AP2 block,NSD2 HMT inh,PKA-R2B act,DAGLB inhibitor,PvdQ acylase
C[C@]1(O)CCC2C3CC[C@H]4C[C@@H](OC(=O)[C@@H](N)CCCCN)CC[C@]4(C)C3CC[C@@]21C (stereo partly specified),x,x,x,2,0,2,x
CCOC(=O)C1(c2ccccc2)CCN(CCC(=O)Nc2ccc(OC)cc2)CC1,x,x,x,-1,-16,-1,x
CNC(=O)Oc1c(C)[nH]ccc1=O,x,x,x,-6,-16,-3,x
C#C[C@]1(O)CC[C@H]2[C@@H]3[C@H](O)C[C@H]4C[C@@H](O)CC[C@]4(C)[C@H]3CC[C@@]21C,x,x,x,4,-2,-1,x
COc1ccc(C2C=C(C)Oc3c2c(=O)oc2ccccc32)cc1OC (stereo unspecified),x,x,x,1,-15,-3,x
CC(=O)CC(c1ccc2c(c1)OCO2)c1c(O)c2ccccc2oc1=O (stereo unspecified),x,x,x,-1,1,-4,x
CN1CCCC2c3ccccc3CCC21 (stereo unspecified),x,x,x,0,-2,-1,x
Cc1ccc(-[n+]2c(Cc3nn(-c4ccccc4)c(C)[n+]3-c3ccc(C)cc3)nn(-c3ccccc3)c2C)cc1,x,x,x,0,3,0,x
CN1C(=O)CN=C(c2ccc[nH]2)c2cc(Cl)ccc21 (tested in a mixture with another compound),x,x,x,3,-6,1,x
COc1ccc(CCNCc2cc(OC)cc(OC)c2)cc1,x,x,x,2,7,-3,x
C[C@]12CC[C@@H](O)C[C@@H]1CC[C@@H]1[C@@H]2CC[C@]2(C)C(=O)[C@H](O)C[C@@H]12,x,x,x,-2,4,-1,x
O=[N+]([O-])c1ccc(N(CCO)CCO)c2c1no[n+]2[O-],x,x,x,135*,-3,-17,x
CC1(C)CC(=O)CC(C)(C)N1O,x,x,x,-2,-6,-3,x
